CAL PDZ FP-1: untagged CAL PDZ binding inhibitors, primary screen, biochemical, fluorescence polarization, HTS; Golgi-associated PDZ and coiled-coil motif-containing protein (Homo sapiens), Q9HD26; inhibition, % at 24.9 µM; actives 0.92% (n = 300,000); AID 602252, 2012; purified CAL PDZ, TMR-peptide fluorescence polarization, 1 h;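 active = mean inhibition of at least 30% with at least half of replicates also reaching 30%; inconclusive = no clear call, values can overlap the other calls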;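 also: 0% = DMSO neutral control and 100% = excess unlabeled competitor peptide PRC23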
dFosB activator: activators of delta FosB homodimer, primary screen, biochemical, fluorescence polarization, TAMRA-CDK5 oligo, single point. actives 0.99% (n = 340,000). activation, % at 25 µM. purified delta FosB; percent of positive-control signal above neutral wells. Protein FosB (Mus musculus), P13346;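 active = mean activation above about 17%, with every replicate also reaching it, limit read from the data, passing the limit was not always enough; inconclusive = only one of the two conditions met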;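 also: fluorescence polarization rise as delta FosB binds a TAMRA Cdk5 AP-1 oligo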
Target sequence (P13346 whole entry, looked up): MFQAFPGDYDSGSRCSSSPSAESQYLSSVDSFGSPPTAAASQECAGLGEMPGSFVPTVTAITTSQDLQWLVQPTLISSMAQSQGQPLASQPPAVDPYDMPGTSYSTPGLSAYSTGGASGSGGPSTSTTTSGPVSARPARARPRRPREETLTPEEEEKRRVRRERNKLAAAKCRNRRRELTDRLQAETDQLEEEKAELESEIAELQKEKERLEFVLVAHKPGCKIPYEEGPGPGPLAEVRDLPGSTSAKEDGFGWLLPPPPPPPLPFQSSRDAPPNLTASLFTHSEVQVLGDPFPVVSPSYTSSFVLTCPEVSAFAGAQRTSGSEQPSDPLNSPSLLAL
PfHsp90 yeast 2: growth inhibition of PfHsp90-expressing yeast, primary screen, antimalarial PfHsp90 inhibitor project, S. cerevisiae, BacTiter-Glo luminescence, single point, set 2; BacTiter-Glo ATP, 48 h; yeast lacking PDR1 and PDR3 efflux regulators; inhibition, % at 9.4 µM; actives 0.32% (n = 310,000);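 active = every replicate shows inhibition above about 80%, whatever the replicate mean, limit read from the data; inconclusive = mean inhibition reaches the set limit but some replicate falls short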;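 also: 0% = DMSO neutral controls and 100% = 20 µM radicicol positive controls; yeast relying on Plasmodium falciparum Hsp90 in place of its own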
SR-BI DiI inh: inhibitors of SR-BI mediated HDL lipid uptake, primary screen, ldlA[mSR-BI] cells, fluorescence, single point. Scavenger receptor class B member 1 (Mus musculus), Q61009. ldlA[mSR-BI] CHO cells, DiI-HDL uptake fluorescence, 3 h. inhibition, % at 12.5 µM. actives 0.96% (n = 320,000). AID 488896, 2010;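 active = mean replicate inhibition of at least 70% and a set share of replicates each scoring 70 or more; inconclusive = meets just one of the two criteria; inactive = fails both criteria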;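 also: 0% = median of neutral control wells and 100% = median of positive control wells; values of inactives mirror those of a sister screen read the other way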
Target sequence (Q61009 whole entry, looked up): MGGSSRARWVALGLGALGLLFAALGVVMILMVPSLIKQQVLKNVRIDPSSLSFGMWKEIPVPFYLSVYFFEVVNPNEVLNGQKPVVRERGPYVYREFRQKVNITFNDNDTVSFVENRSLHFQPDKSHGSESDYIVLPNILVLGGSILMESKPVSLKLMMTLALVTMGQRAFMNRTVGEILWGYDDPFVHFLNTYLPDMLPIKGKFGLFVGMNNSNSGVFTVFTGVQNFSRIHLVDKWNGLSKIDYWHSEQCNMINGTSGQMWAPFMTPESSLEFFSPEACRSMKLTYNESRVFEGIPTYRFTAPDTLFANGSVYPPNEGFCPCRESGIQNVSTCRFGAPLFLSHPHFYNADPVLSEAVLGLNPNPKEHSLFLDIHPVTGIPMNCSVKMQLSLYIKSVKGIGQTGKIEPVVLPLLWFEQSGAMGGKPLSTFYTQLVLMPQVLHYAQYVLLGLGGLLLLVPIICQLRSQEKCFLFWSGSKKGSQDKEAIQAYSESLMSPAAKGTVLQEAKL
CAL PDZ FP-2: CAL PDZ peptide-binding inhibitors, primary screen, biochemical, fluorescence polarization, Cer-tagged CAL PDZ, HTS; Golgi-associated PDZ and coiled-coil motif-containing protein (Homo sapiens), Q9HD26; purified CAL PDZ, TMR-peptide fluorescence polarization, 1 h; inhibition, % at 20 µM; actives 0.02% (n = 330,000); AID 504414, 2011;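 active = highest replicate inhibition of at least 40%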;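 also: plate controls were DMSO neutral control wells for no effect and unlabeled competitor peptide control wells for full effect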
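Assay system – tagged CAL PDZ protein CerCALP, purified · Timing – 1 h at RT · Compound – single point, 20 µM · Measured by – fluorescence polarization from S- and P-plane intensities, G-factor corrected · Evaluation – inhibition from polarization loss · Probe or stimulus – TMR reporter peptide T*-PRC34 · Buffer or medium – pH 7.4 phosphate-saline buffer, reducing agent, detergent, IgG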
Rtt109 HAT inh: inhibitors of C. albicans Rtt109/Vps75 HAT, primary screen, biochemical, ThioGlo CoA-SH fluorescence, plate reader. Histone acetyltransferase RTT109 (Candida albicans (strain SC5314 / ATCC MYA-2876)), …. purified Rtt109/Vps75, 4 h. inhibition, % at 34.9 µM. actives 0.16% (n = 330,000). AID 540336, 2011;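 active = inhibition of at least 50% in every replicate; inconclusive = best replicate reaches 50% inhibition but some replicates fall short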
MITF act: activators of MITF-driven TRPM1 promoter reporter, primary screen, cell-based, SK-MEL-5, luciferase, single point; AID 588334, 2011; activation, % at 12.5 µM; actives 0.75% (n = 300,000); SK-MEL-5 TRPM1-promoter luciferase, 24 h; % of positive control, neutral wells = 0;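 active = mean activation of at least 80% with every replicate also reaching 80%; inconclusive = mean reaches 80% but some replicate falls short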;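 also: 0% = neutral control wells and 100% = parthenolide positive control wells; values of inactives mirror those of a sister screen read the other way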
SR-BI DiI-HDL act: activators of SR-BI mediated DiI-HDL uptake, primary screen, ldlA[mSR-BI] CHO cells, DiI fluorescence; AID 504775, 2011; 3 h; 100 = double the neutral-control signal; activation, % at 12.5 µM; actives 0.096% (n = 320,000);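 active = mean replicate activation of at least 60% and every replicate at or above 60%; inconclusive = mean or all-replicate condition met, but not both; inactive = mean below 60% and not all replicates reaching 60%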;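 also: 0% = median plate neutral-control signal and 100% = twice that signal; values of inactives mirror those of a sister screen read the other way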
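Material: SR-BI-overexpressing, LDLR-lacking CHO cells; schedule: compound exposure 3 h, 37 °C; reagent: DiI-labelled HDL at 10 µg/mL final; technique: bottom-read fluorescence, 550/595 nm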
NSD2 HMT inh: NSD2 histone methyltransferase inhibitors, primary screen, biochemical, AlphaScreen, single concentration, set 2 | Histone-lysine N-methyltransferase NSD2 (Homo sapiens), O96028 | NSD2 peptide methylation, 120 min | inhibition, % at 12.5 µM | actives 0.54% (n = 310,000); in the data active = inhibition above about 50%
PvdQ acylase: P. aeruginosa PvdQ acylase inhibitors, primary screen, biochemical, fluorescence, plate reader and imaging, single point; purified PvdQ acylase; inhibition, % at 10 µM; actives 0.063% (n = 340,000); in the data active = inhibition above about 30%, passing the limit was not always enough; inconclusive = no clear call, values can overlap the other calls;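 also: 0% = vehicle neutral wells and 100% = reference inhibitor wells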
An asterisk follows results filed as active; ? = inconclusive; / = no result given.

Keys: A = CAL PDZ FP-1; B = dFosB activator; C = PfHsp90 yeast 2; D = SR-BI DiI inh; E = CAL PDZ FP-2; F = Rtt109 HAT inh; G = MITF act; H = SR-BI DiI-HDL act; I = NSD2 HMT inh; J = PvdQ acylase
> COc1ccc(CN(C)C(=O)CCN(c2ccccc2)S(=O)(=O)c2ccc(C)cc2)c(OC)c1
  A = -2	B = -5	C = 30	D = 7	E = -0.3	F = 2	G = -6	H = -7	I = 0	J = -14

> O=C(OCc1cc([N+](=O)[O-])cc2c1OCOC2)c1ccccn1
  A = -1	B = 4	C = -1	D = -41	E = -5.7	F = -7	G = -1	H = 41	I = -6	J = 2

> CCC(C)N(C(=O)COC(=O)Cc1n[nH]c(=O)c2ccccc12)C1CCS(=O)(=O)C1 (configuration not stated)
  A = 3	B = -4	C = /	D = -13	E = -0.6	F = 3	G = /	H = 13	I = -4	J = 2

> Cc1cc(C(=O)CN2C(=O)NC(CC(C)C)C2=O)c(C)n1-c1ccccc1F (configuration not stated)
  A = /	B = -5	C = -4	D = -206	E = -1.3	F = -16	G = -2	H = ?	I = -2	J = -10

> COc1ccc(S(=O)(=O)NCCc2ccc(F)cc2)cc1
  A = 13	B = -5	C = /	D = 2	E = -0.7	F = 5	G = /	H = -2	I = 3	J = 1

> Cc1ccc(-c2csc(NC(=O)CCNC(=O)c3ccc(Cl)cc3)n2)cc1
  A = /	B = -6	C = -24	D = 63	E = -0.9	F = -6	G = 10	H = -63	I = 0	J = -10

> COCCOCCOCCC(=O)NC1CC2CCC1(C)C2(C)C (configuration not stated)
  A = 0	B = -6	C = /	D = -24	E = -0.7	F = -5	G = -9	H = 24	I = 1	J = -14

> CC(C)CCN1CC(C(=O)NCc2ccc(F)cc2)CC1=O (configuration not stated)
  A = 0	B = 0	C = -3	D = -4	E = 0.6	F = 4	G = -6	H = 4	I = 1	J = 1

> Cc1ccc(CNC(=O)C2CCN(C(=O)Nc3ccc(C)cc3)CC2)cc1
  A = /	B = -1	C = 8	D = 56	E = -1.1	F = 11	G = -5	H = -56	I = -3	J = 7

> COc1cc(NC(=O)C(C)Oc2ccccc2)c(OC)cc1NC(=O)c1ccccc1 (configuration not stated)
  A = -1	B = 3	C = -2	D = 51	E = 0.5	F = 22	G = -5	H = -51	I = /	J = -1

> CC(C)n1cc(C(=O)c2cc(Br)ccc2O)cc(C#N)c1=O
  A = -2	B = -10	C = -7	D = 16	E = -1.8	F = -17	G = -12	H = -16	I = 3	J = -12

> CCc1ccccc1NC(=O)Cn1nnc(-c2cccs2)n1
  A = -7	B = ?	C = 0	D = -2	E = -0.2	F = 0	G = -1	H = 2	I = 31	J = 1

> COc1ccc(C(=O)NNC(=O)C(=O)Nc2ccc(C)c(Cl)c2)cc1
  A = -4	B = -5	C = -23	D = -15	E = -2.4	F = 0	G = 11	H = 15	I = -3	J = -1

> CC(C)(C)C(=O)/C(=C/c1ccncc1)n1cncn1
  A = -2	B = 3	C = -40	D = -23	E = -1.1	F = -5	G = -80	H = 23	I = 9	J = -9

> CC(C)C(NC(=O)c1cccs1)c1nnc(SCC(=O)Nc2nccs2)n1C (configuration not stated)
  A = -7	B = -6	C = -20	D = -11	E = -2.2	F = -1	G = 14	H = 11	I = -3	J = -9

> COc1ccc(NC(=O)c2c(C)cc(=O)oc2C)c(OC)c1
  A = -2	B = 2	C = -7	D = -23	E = -0.2	F = 0	G = 0	H = 23	I = -3	J = -15

> O=C(CNc1ccccc1)Nc1ccc(F)cc1
  A = -2	B = 2	C = 17	D = 5	E = -0.7	F = 2	G = 74	H = -5	I = -2	J = -7

> CC(C(=O)Nc1ccc(F)c(F)c1F)N(C)Cc1cccs1 (configuration not stated)
  A = 0	B = 2	C = 1	D = 10	E = -2.3	F = 1	G = 9	H = -10	I = -3	J = 2

> CC(=O)N1CCN(C(=O)COC(=O)/C=C/c2ccccc2[N+](=O)[O-])CC1
  A = -6	B = -1	C = 9	D = 21	E = 0.8	F = -4	G = -21	H = -21	I = 0	J = -16

> c1ccc2c(c1)NC(CN1CCOCC1)CO2 (configuration not stated)
  A = -4	B = -3	C = 22	D = 3	E = -2.3	F = 7	G = -3	H = -3	I = -1	J = -15

> O=C(O)C1CC=CCC1C(=O)Nc1ccc(N2CCN(Cc3ccccc3)CC2)cc1 (configuration not stated)
  A = 2	B = 4	C = 7	D = -3	E = -0.6	F = 13	G = -1	H = 3	I = 1	J = -2

> O=C(C1CCN(S(=O)(=O)c2cccc3nsnc23)CC1)N1CCc2ccccc21
  A = 6	B = -9	C = 1	D = -10	E = /	F = -1	G = -3	H = 10	I = /	J = -6

> COc1cc(C(C(=O)NC2CCCC2)N(C(=O)c2snc(C(N)=O)c2N)C2CCCC2)cc(OC)c1OC (configuration not stated)
  A = -5	B = -10	C = 9	D = -19	E = -0.2	F = 4	G = -1	H = 19	I = 3	J = -2

> Cc1c(C(=O)N2CCCC2)c(S(=O)(=O)N2CCN(c3ccccc3F)CC2)c(C)n1C
  A = -4	B = -5	C = -18	D = -18	E = -2.5	F = -6	G = -5	H = /	I = 10	J = -7

> Cc1cc(NC(=O)C2CCN(S(=O)(=O)c3c(C)noc3C)CC2)ccc1Br
  A = 4	B = -2	C = -8	D = 25	E = -2.0	F = 16	G = 0	H = -25	I = -4	J = 7

> COc1ccc(/C=N\Nc2ccc([N+](=O)[O-])cc2[N+](=O)[O-])c(C(=O)O)c1OC
  A = 4	B = 1	C = 28	D = /	E = 0.0	F = 15	G = -4	H = /	I = 4	J = -7

> COc1cccc(OC)c1C(=O)NC(=S)N1CCOCC1
  A = 3	B = -3	C = -34	D = -26	E = -0.9	F = 12	G = -2	H = 26	I = 1	J = 10

> Cc1snc(S(=O)(=O)Cc2ccccc2Cl)c1C#N
  A = /	B = -4	C = 15	D = -27	E = -0.2	F = -13	G = 10	H = 27	I = -1	J = -10

> COC(=O)c1cc(S(=O)(=O)NCc2ccccc2Cl)c[nH]1
  A = /	B = 5	C = 39	D = -15	E = 0.7	F = -5	G = /	H = 16	I = /	J = -7

> O=C1C(c2c(O)[nH]c3ccccc23)=Nc2ccccc21
  A = -6	B = 1	C = -7	D = 7	E = 0.4	F = 7	G = -6	H = -7	I = /	J = -9

> O=C(c1ccccc1)C1CCN(C(=O)C2CCC(=O)N(Cc3cccc(F)c3)C2)CC1 (configuration not stated)
  A = -1	B = -11	C = 0	D = 6	E = -0.4	F = -2	G = 0	H = -6	I = -3	J = -12

> Nc1ncnc(Nc2cccc(C(F)(F)F)c2)n1
  A = -3	B = -3	C = 42	D = -12	E = -1.9	F = -5	G = 14	H = 12	I = 0	J = 11

> COc1ccc2c(CC(=O)OCC(=O)Nc3cccc(S(N)(=O)=O)c3)coc2c1
  A = 50*	B = -6	C = -12	D = -6	E = -0.7	F = -1	G = -11	H = 6	I = /	J = -6

> CCOC(=O)N1CCN(c2ccc([N+](=O)[O-])cc2F)CC1C (configuration not stated)
  A = -10	B = 0	C = -23	D = 18	E = 0.0	F = 1	G = -3	H = -18	I = 17	J = -1

> COc1ccc(Nc2cc(NCCCO)c([N+](=O)[O-])c3nonc23)cc1
  A = -2	B = 2	C = -34	D = 8	E = /	F = 5	G = -19	H = -8	I = -3	J = 11

> CC(C)(C)OC(=O)C[C@H]1C/C=C\C[C@@H](CC(=O)N[C@@H](CO)Cc2ccccc2)C(=O)N2CCC[C@@H]2COC1=O
  A = -4	B = -10	C = 8	D = -13	E = 0.0	F = -8	G = 9	H = 13	I = /	J = -17

> CC(C)(C)C1CCC(=NNc2ncc(C(F)(F)F)cc2Cl)CC1 (configuration not stated)
  A = /	B = -5	C = 19	D = 0	E = -2.4	F = -5	G = -6	H = 0	I = -2	J = 4

> CCCN(CC(=O)Nc1ccccc1OC)C(=O)CSc1nc(C)cc(C)n1
  A = 1	B = -3	C = -16	D = 15	E = -2.6	F = -1	G = 0	H = -15	I = -2	J = 3

> COc1ccc(C(=O)Cn2c(=N)n(C)c3ccccc32)cc1
  A = /	B = 1	C = 7	D = 6	E = -1.0	F = -3	G = /	H = -6	I = 0	J = 0

> Cn1c(=O)n(C)c2cc(NS(=O)(=O)c3cccs3)ccc21
  A = 3	B = 6	C = 10	D = 5	E = 0.4	F = 1	G = -13	H = -5	I = -1	J = -15
